# Source: PubChem (several laboratories)
# CIT2-GFP yeast = modulators of TOR pathway CIT2-GFP in S. cerevisiae; S. cerevisiae CIT2-GFP strain, flow cytometry, 3 h; 100 means same as DMSO wells; hit rate 0.065% among 320,000; AID 2029; GFP response vs DMSO, % at 10 µM;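 active = GFP response relative to DMSO above a set limit, near the screen mean plus 3 SD, cut at about 150% in these data; inconclusive = Fewer than 70 cells measured for a yeast strain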;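 note: ratio of well median GFP fluorescence to mean of DMSO wells on the plate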
# GRK2 aptamer HTS = blocks RNA aptamer binding to human GRK2 | P25098 | bead flow cytometry, FAM-aptamer displacement from GRK2 | inhibition of aptamer binding, % at 10 µM | hit rate 0.59% among 330,000 | AID 488847;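 active = inhibition of aptamer binding above 40%, roughly 3 SD of noise, on plates passing a quality check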;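 note: median bead fluorescence of bound FAM aptamer so fluorescent compounds give negative values; no value below 0 was filed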
# GLD-1 TGE inh = GLD-1-TGE RNA interaction inhibition (C. elegans); purified GLD-1 + fluorescein TGE RNA, fluorescence polarization; inhibition, % at 5.96 µM; hit rate 0.44% among 320,000;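 active = percent inhibition above a per-plate cutoff, the plate mean of test compounds plus 3 SD, cut at about 30% in these data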;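 note: 0% = DMSO wells with GLD-1 and probe and 100% = wells lacking GLD-1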
# VLA-4 inh = inhibition in a human VLA-4 binding assay | hit rate 0.2% among 330,000 | VLA-4 expressing cells, ligand binding flow cytometry | P13612 | inhibition, % (about 7 µM as worked out from the volumes in the protocol); in the data active = inhibition above about 50%
# Target sequence (P13612 whole entry, looked up): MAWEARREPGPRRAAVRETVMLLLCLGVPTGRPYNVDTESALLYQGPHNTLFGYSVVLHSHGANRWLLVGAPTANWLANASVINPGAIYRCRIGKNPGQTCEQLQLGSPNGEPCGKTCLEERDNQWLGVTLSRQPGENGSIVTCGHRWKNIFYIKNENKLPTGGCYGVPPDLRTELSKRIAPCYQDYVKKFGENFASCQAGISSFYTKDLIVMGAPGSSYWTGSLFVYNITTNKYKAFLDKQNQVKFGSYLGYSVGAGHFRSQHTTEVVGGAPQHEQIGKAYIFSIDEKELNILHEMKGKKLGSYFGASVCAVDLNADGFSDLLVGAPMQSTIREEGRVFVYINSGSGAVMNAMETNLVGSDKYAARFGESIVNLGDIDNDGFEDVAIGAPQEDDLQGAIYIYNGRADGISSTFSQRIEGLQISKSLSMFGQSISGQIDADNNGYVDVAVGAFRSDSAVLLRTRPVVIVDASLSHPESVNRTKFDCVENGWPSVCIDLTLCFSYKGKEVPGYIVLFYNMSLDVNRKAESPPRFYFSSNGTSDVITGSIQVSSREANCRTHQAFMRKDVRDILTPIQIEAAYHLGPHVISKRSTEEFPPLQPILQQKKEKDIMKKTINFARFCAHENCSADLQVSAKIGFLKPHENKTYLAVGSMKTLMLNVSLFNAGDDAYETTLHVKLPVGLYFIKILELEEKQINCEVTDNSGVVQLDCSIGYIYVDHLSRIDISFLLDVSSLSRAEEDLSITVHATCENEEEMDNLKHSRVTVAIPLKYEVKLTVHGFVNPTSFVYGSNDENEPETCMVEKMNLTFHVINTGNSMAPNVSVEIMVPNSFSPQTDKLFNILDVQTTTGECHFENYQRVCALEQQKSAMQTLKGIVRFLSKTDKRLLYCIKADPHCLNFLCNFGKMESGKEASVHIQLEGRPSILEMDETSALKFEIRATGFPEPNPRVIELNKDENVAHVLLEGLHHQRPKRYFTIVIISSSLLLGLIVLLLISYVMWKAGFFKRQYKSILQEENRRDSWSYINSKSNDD
# BCLXL inh = inhibitors of human Bcl-xL. Q07817. GST-Bcl-xL / FITC-Bim BH3 peptide fluorescence polarization. inhibition, % at 10.9 µM. hit rate 0.7% among 320,000;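 active = inhibition above the mean of all tested compounds plus 3 SD, cutoff set per campaign, cut at about 30% in these data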;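 note: 0% = DMSO wells and 100% = unlabeled Bim-BH3 peptide competitor; inhibitors lower millipolarization by displacing the labeled peptide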
# MCL1 BIM primary = MCL1-BIM-BH3 interaction inhibition (human); Q07820; GST-MCL1 / FITC-Bim-BH3 fluorescence polarization; inhibition, % at 10.9 µM; hit rate 0.68% among 320,000; AID 2057;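 active = inhibition above the mean inhibition of all tested compounds plus 3 SD, set per campaign, cut at about 40% in these data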;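 note: 0% = DMSO wells and 100% = unlabeled Bim-BH3 peptide control; higher means more loss of mP so more displacement of Bim peptide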
# CR mimetic SO = lowers age-related superoxide in aged yeast cells | S. cerevisiae aged cells, superoxide DHE fluorescence; active compounds read low | superoxide response (% of plate mean), % at 10 µM | hit rate 0.18% among 330,000 | AID 2690;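 active = superoxide response under a set limit, about three screen SD below normal, cut at about 65% in these data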;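 note: yeast aged for seven days with compound at 30 °C before DHE staining; 100% = average MFI of all compound-treated wells on the plate with controls excluded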
# MEX-5 binding = C. elegans MEX-5 TCR-2 RNA binding activity. MEX-5/FITC-TCR2 RNA binding, fluorescence polarization; active compounds read low. activity score (negative = inhibition of binding), % at 10 µM. hit rate 0.38% among 300,000. AID 1832;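 active = inhibition past about -25% in most replicates, and total fluorescence under double the plate's negative control median, limit read from the data; inconclusive = replicates evenly split on the limit, or fluorescence at least double controls; inactive = too little inhibition in most replicates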;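 note: 0% = DMSO and -100% = 5 µM competing unlabeled TCR2 RNA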
# AGP1 TOR yeast = modulators of TOR pathway AGP1-GFP in S. cerevisiae; AID 2066; S. cerevisiae AGP1-GFP multiplex flow cytometry, 3 h; GFP as percent of DMSO wells; GFP response vs DMSO, % at 10 µM; hit rate 0.02% among 320,000;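 active = GFP response relative to DMSO above a set limit, near screen average plus 3 SD, cut at about 150% in these data; inconclusive = fewer than 70 cells counted for the yeast strain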;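 note: median GFP channel fluorescence of the gated AGP1 strain per well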
# The depositor's hits bear a star; ? = inconclusive; . = no result given; & = joins results of further samples.
SMILES,CIT2-GFP yeast,GRK2 aptamer HTS,GLD-1 TGE inh,VLA-4 inh,BCLXL inh,MCL1 BIM primary,CR mimetic SO,MEX-5 binding,AGP1 TOR yeast
Cc1onc(-c2c(F)cccc2Cl)c1C(=O)Nc1nccs1,96,4,6,13,6,15,102,1.8,101
COc1ccc(N2CCN(CCCNC(=O)C(=O)c3c[nH]c4ccccc34)CC2)cc1,102,0,0,5,3,4,105,-1.9,109
COc1cc(/C=N/NC(=O)c2ccncc2)ccc1O,124&111,0&2,0&2,2&-5,-1&-3,0&6,105&102,2.9&0.6,101&94
COc1ccc(C2=NOC(Cn3nc(-c4ccccc4)cc3C(=O)NCc3ccccc3OC)C2)cc1 (stereo not given),100,0,-8,8,.,.,109,.,105
CCOc1ccc(CN(C)C(=O)[C@H](C)NC(=O)c2ccco2)cc1OC,100,3,-1,-7,5,6,96,2.1,98
CC(Nc1cc(N2CCNCC2)ccc1[N+](=O)[O-])c1ccccc1 (stereo not given),108,0,4,12,6,5,91,0.4,105
CCCCN(C)S(=O)(=O)c1ccc(C(=O)N(CCN(C)C)c2nc3ccc(C)cc3s2)cc1,107,0,0,3,-3,-8,92,0.8,106
Cc1cccc(CS(=O)(=O)c2ncc(Cl)c(C(=O)Nc3c(C)cccc3C)n2)c1,130,0,-2,-4,10,10,84,-2.2,110
CC(Oc1ccc(Br)cc1)C(=O)NC1CCN(Cc2ccccc2)CC1 (stereo not given),100,0,5,2,-5,-16,95,-1.7,106
COc1ccc(NC(=O)CCC(=O)N/N=C/c2cccnc2)cc1,105,2,7,-1,-1,-4,103,3.1,102
CN(C)c1ccccc1C(=O)N1CCCC(Nc2ccc(F)cc2)C1 (stereo not given),104,1,4,13,-3,-8,97,0.3,98
O=c1cc(Cl)[nH]c(=O)n1Cc1ccc(F)cc1,106,0,3,6,7,2,101,0.5,108
CC1CCN(C2=C(NS(=O)(=O)c3ccc(Cl)cc3)C(=O)c3ccccc3C2=O)CC1,103,2,7,-5,-2,0,150,2.8,101
O=C(NCc1ccccc1)c1cccc(S(=O)(=O)N2CCCCC2)c1,100,2,-1,3,1,0,103,-0.4,104
COc1cccc(-c2cc(C(=O)N3CCN(c4ncccn4)CC3)c3ccccc3n2)c1,98,0,4,6,2,2,91,1.0,100
Cc1nnc(SC(C)C(=O)Nc2ccc3c(c2)OCCO3)s1 (stereo not given),100,0,11,39,-1,-8,94,-2.6,99
O=C(NCCCl)NNC(=O)c1cc2ccccc2cc1O,110,3,-1,-1,1,4,95,2.0,96
CCOc1ccc(C(=O)c2nc3c(n2O)CCCCC3)cc1,86,0,15,10,2,10,121,-0.7,87
CCCC(=O)Nc1ccc(Cl)c(NC(=O)c2ccc(Br)o2)c1,89,0,2,-2,-3,4,103,0.0,94
COc1cccc(N2C(=O)CC(N3CCC(c4nc5ccccc5[nH]4)CC3)C2=O)c1 (stereo not given),95,2,5,4,11,11,100,1.0,101
COc1cc(C(=O)NCC2CCCO2)ccc1OCc1ccccc1 (stereo not given),105,0,4,5,-1,-1,96,-1.2,103
O=C(NCC(=O)N(c1cccnc1)C(C(=O)NC1CCCCC1)c1cccnc1)c1ccco1 (stereo not given),99,3,-12,3,3,-7,78,-1.6,102
COc1ccc(NS(=O)(=O)c2cccc(C(=O)NCC(c3ccco3)N3CCCC3)c2)cc1 (stereo not given),102,0,3,5,3,4,98,3.8,108
Cc1cc(C)c(C(=O)CSc2nc3ccccc3c(=O)[nH]2)cc1C,91,2,-2,2,0,-7,104,2.8,93
CCOc1ccc(CC(=O)N/N=C(\C)c2cccnc2)cc1,82,0,.,21,.,.,96,-3.1,89

# Other results:
SMILES,CIT2-GFP yeast,GRK2 aptamer HTS,GLD-1 TGE inh,VLA-4 inh,BCLXL inh,MCL1 BIM primary,CR mimetic SO,MEX-5 binding,AGP1 TOR yeast
COc1ccccc1/C=C\C(=O)NCC(=O)N/N=C(\C)Cc1ccccc1,103,0,-1,12,2,8,90,-1.8,109
CC(=O)Nc1ccccc1OCCOc1ccc(Br)cc1,95,3,2,4,-2,-15,97,-1.4,97
Cc1cc(NC(=O)CCC(=O)N(c2cccc(F)c2)C(C(=O)NC2CCCC2)c2ccncc2)no1 (stereo not given),106,3,1,-6,3,-3,92,1.0,101
COC(=O)Nc1ccc(S(=O)(=O)N2CCC(C(=O)NC3CCCCC3)CC2)cc1,89,2,-4,35,1,4,110,0.9,91
Cc1ccc(NC(=O)C2(c3ccccc3)CCOCC2)c([N+](=O)[O-])c1,92,2,-1,1,4,4,95,-0.8,92
CCCCN(C)CCNC(=O)c1c[nH]c2ccc(S(=O)(=O)N(CC)CC)cc2c1=O,119,2,7,-2,9,4,91,-4.4,114
CCOc1ccc2nc(SCC(=O)Nc3ccc(S(=O)(=O)N4CCCC4)cc3)c(C)cc2c1,107,1,2,3,4,6,108,-0.9,102
COc1ccc(NC(=O)N2CCCc3cccc(C)c32)cc1,95,0,2,1,5,1,102,1.1,107
C[C@@H](NC(=O)Cn1ccc(N)nc1=O)c1cccc2ccccc12,103,0,1,0,-2,-2,112,.,113
O=C1CCC(=O)N1CC1CC2CCC1C2 (stereo not given),108,0,-1,6,0,-3,93,3.7,104
Cc1cccc(-c2nnc3sc(-c4ccccc4)nn23)c1,100,1,10,-3,0,6,127,0.0,92
COC(C[C@H]1O[C@@H]1[C@H](O)[C@H](C)OCc1ccccc1)OC,95,0,3,32,5,1,94,-0.2,100
C/C(=C\C(=O)c1ccc(Cl)cc1Cl)N(C)C,74,0,-3,1,-1,0,118,1.7,90
CN(C)c1ccc(-c2nnn(CC(=O)Nc3ccccc3N3CCOCC3)n2)cc1,100,1,-1,4,-1,1,82,1.7,96
Cc1cccc(N2C(=O)N3[C@H](c4ccc(Cl)cc4)[C@@H]4C(=O)N(C5CCCCC5)C(=O)[C@@H]4[C@]3(Cc3ccc(Cl)cc3)C2=O)c1,102,0,-4,12,1,2,88,0.4,104
Cc1c(-c2ccc(Br)cc2)[n+](=O)c2c(n1[O-])CCCCC2,98,0,6,-6,3,1,84,2.0,109
NC(=O)Cc1ccc(C(=O)c2ccc(F)cc2)s1,111,15,0,28,8,12,105,0.8,97
COc1ccc(CC(=O)Nc2ccccc2N2CCOCC2)cc1OC,97,0,5,0,1,0,91,2.4,103
CCn1c(SCC(=O)N2CCC(C)CC2)nc2c(c1=O)SCC2,103,11,-1,-14,4,-1,92,3.4,104
Cc1cccc2sc(NC(=O)[C@@H]3CCCN3C(=O)c3cccs3)nc12,95,1,3,5,-3,3,117,.,97
O=C(COC(=O)c1cncc(Br)c1)Nc1nc(-c2ccc(F)cc2)cs1,92,3,0,6,5,1,110,-1.5,101
CN(C)S(=O)(=O)c1cccc(NC(=S)Nc2ccc3cn[nH]c3c2)c1,109,1,9,-2,1,3,99,-2.1,103
Cc1ccc(S(=O)(=O)NCCN2CCNC2=O)cc1,.,0,-1,6,0,-1,116,4.5,.
Cc1ccc(NC(=O)CN2C(=O)S/C(=C\C(=O)Nc3ccc(Cl)cc3)C2=O)cc1,100,0,6,0,-3,-1,95,-2.7,103
CCOc1ccccc1NC(=O)CSc1nnc(CNC(=O)c2cccs2)o1,98,0,1,7,8,7,89,.,100

# (listing goes on)
SMILES,CIT2-GFP yeast,GRK2 aptamer HTS,GLD-1 TGE inh,VLA-4 inh,BCLXL inh,MCL1 BIM primary,CR mimetic SO,MEX-5 binding,AGP1 TOR yeast
COC(=O)c1sc(C(F)(F)F)c(-c2ccccc2)c1S(=O)(=O)N1CCCC1,104,3,7,2,4,6,103,1.2,101
CC(=O)c1ccc(NC(=O)CN2CCC(C(=O)c3ccc4c(c3)OCCO4)CC2)cc1,99,0,-3,7,3,2,104,-6.1,102
Cn1c(SCC(=O)N2CCOCC2)nc2sc3c(c2c1=O)CCCC3,95,0,-4,2,8,8,85,2.5,96
Cc1cc(C)n2nc(C(=O)NCc3ccco3)cc2n1,98,0,-4,15,1,1,97,-0.4,99
O=C(CCC(=O)Nc1ccccc1)N/N=C/c1ccco1,97,5,4,12,0,5,95,0.1,105
COC(=O)c1cc(COC(=O)CNC(=O)c2cccc(C)c2)oc1C,96,0,11,3,-1,-2,117,.,92
COc1ccc(-c2cc(C(=O)N/N=C/c3cc(OC)c(OC)cc3OC)c3ccccc3n2)cc1,94,1,-1,0,0,-2,104,-2.0,101
CN(Cc1ccc(OCC(O)CN(C)Cc2ccccc2)cc1)Cc1nccn1C (stereo not given),108,10,2,4,12,10,94,-1.7,110
Cc1ccc(C(C(=O)NCC2CCCO2)N(C(=O)c2snc(C(N)=O)c2N)c2ccc(F)cc2)o1 (stereo not given),93,0,2,-3,4,9,114,0.3,18
CCCCNC(=O)/C(C#N)=C/c1ccc(C(=O)OC)cc1,85,0,-5,4,-2,-1,106,0.2,87
COc1ccccc1N1CCN(CC(=O)NCc2ccc(Cl)cc2)CC1,112,3,-4,9,5,6,101,-0.8,107
COc1cccc(NC(=O)CSc2c3c(nc4ccccc24)CCCC3)c1,97,0,-2,8,9,6,93,2.2,99
Cc1ccc(NC(=O)COc2coc(CN3CCc4ccccc43)cc2=O)c(C)c1,93,1,3,-5,9,4,104,-1.6,96
O=C(NCc1ccco1)C12CC3CC(CC(C3)C1)C2,81,0,9,4,0,-5,101,0.5,93
COC(=O)c1ccc(COc2ccccc2/C=C(\C#N)C(=O)Nc2ccc(C)cc2C)cc1,102,0,4,8,-1,9,71,1.4,97
CC(=O)c1ccc(Oc2ccc(C(C)=O)cc2)cc1,108,1,5,-9,-4,4,108,.,104
O=[N+]([O-])c1cc(NCCO)c(N2CCCCCC2)c2nonc12,104,0,3,8,3,4,113,1.0,98
CCCn1c(N)c(N(CCOC)C(=O)C2CCCC2)c(=O)[nH]c1=O,?,0,3,4,2,9,115,.,?
CCC(CNC(=O)c1c(C)nn(-c2ccccc2)c1Cl)c1ccccc1 (stereo not given),104,3,6,6,6,0,96,0.6,99
Cc1ccc(NS(=O)(=O)c2ccc(C)c(C(=O)N3CCN(C)CC3)c2)cc1,103,7,5,0,6,9,108,2.1,99
CSCCC(C)N1CCC(Oc2ccc(C(=O)N3CCCC3)cc2)CC1 (stereo not given),96,3,2,-23,6,8,97,-4.1,92
Cc1ccc(S(=O)(=O)CCC(=O)N(Cc2nnc(-c3ccc(Cl)cc3)o2)C2CC2)cc1,96,0,4,-3,-13,-24,105,.,102
Cc1ccccc1C1C(C#N)=C2NC(=O)c3c(sc4c3CCCCC4)N2C2=C1C(=O)CC(C)(C)C2 (stereo not given),100,2,101*,-45,30,34,90,?,96
O=C(NNC(=O)C1CCN(S(=O)(=O)c2ccc(Cl)cc2)CC1)c1ccc(Cl)cc1,102,2,0,-8,-6,-4,110,-1.6,.
COc1ccc(OC)c(-c2csc(NC(=O)COC(=O)c3ccc(NC(=O)CC#N)cc3)n2)c1,96,0,-14,6,-12,-20,147,.,102
CCOC(=O)CC(NS(=O)(=O)c1ccc(NC(C)=O)cc1)c1ccc(OCC)cc1 (stereo not given),108,0,-4,3,0,-11,73,-1.2,109
CCOC(=O)c1cc2c(OC)ccc(OC)c2n1CC(=O)c1ccccc1,114,0,-3,1,6,5,89,1.1,106

# Part of the list above, reduced to BCLXL inh, CR mimetic SO and GRK2 aptamer HTS.
Structure,BCLXL inh,CR mimetic SO,GRK2 aptamer HTS
CC(=O)c1ccc(Oc2ccc(C(C)=O)cc2)cc1,-4,108,1
O=[N+]([O-])c1cc(NCCO)c(N2CCCCCC2)c2nonc12,3,113,0
